Assay outcomes (PubChem BioAssay)
SUMO HTRF inh: SUMOylation inhibition; 0.36% of 290,000 active; AID 2006; P63279; HTRF SUMOylation assay, SAE1/SAE2 + UBC9, in vitro; inhibition, % at 35 µM; in the data active = inhibition above about 50%, passing the limit was not always enough; also: strong numbers were not always called active
Target sequence (P63279 whole entry, looked up): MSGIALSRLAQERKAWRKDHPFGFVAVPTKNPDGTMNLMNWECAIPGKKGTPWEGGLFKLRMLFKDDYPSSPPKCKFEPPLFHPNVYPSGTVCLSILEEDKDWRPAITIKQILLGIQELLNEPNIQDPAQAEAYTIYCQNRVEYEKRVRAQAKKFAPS
GalR3 antagonist: blocks the human galanin receptor 3; O60755; HEK293 GalR3-CNG cAMP membrane potential fluorescence; galR3 body fused to GalR1 C-terminus; inhibition, % at 3 µM; 0.44% of 360,000 active; AID 651719;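 active = inhibition above the screen-wide average plus 3 SD, cut at about 13% in these data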;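 also: forskolin and galanin both at EC90 stimulate the cells; cAMP rise reported by CNG channel membrane potential dye signal; 0% = forskolin plus galanin with DMSO and 100% = forskolin alone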
Target sequence (O60755 1-299 limits assumed): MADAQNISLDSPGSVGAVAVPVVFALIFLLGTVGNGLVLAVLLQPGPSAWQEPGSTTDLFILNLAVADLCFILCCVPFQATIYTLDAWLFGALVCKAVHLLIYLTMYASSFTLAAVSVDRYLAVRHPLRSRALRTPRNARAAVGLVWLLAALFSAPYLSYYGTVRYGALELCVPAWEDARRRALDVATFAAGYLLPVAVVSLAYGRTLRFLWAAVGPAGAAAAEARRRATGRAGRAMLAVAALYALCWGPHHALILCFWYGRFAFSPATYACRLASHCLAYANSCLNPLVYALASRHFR
MEKK2 WT-MEK5: raises or lowers MEK5 binding to wildtype human MEKK2 PB1 domain. Q9Y2U5. bead flow cytometry, Alexa488-MEK5 binding to MEKK2 WT; actives lie on both sides. binding response (% of control), % at 10 µM. 1.1% of 290,000 active. AID 1531; in the data active = binding response below about 67% or above about 130%
DNA FID counter: fluorescent intercalator displacement, NS3 helicase counter-screen. DNA fluorescent intercalator displacement, fluorescence. inhibition, % at 7.9 µM. 0.17% of 290,000 active. AID 1845; in the data active = inhibition above about 37%;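 also: 0% = vehicle and 100% = reference compound; higher means more ethidium bromide displaced from hairpin DNA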
MEKK2mut PB1 HTS: signal of MEK5 binding to mutant human MEKK2 PB1 domain; bead flow cytometry, Alexa488-MEK5 binding to MEKK2 mutant; percent response, % at 10 µM; 0.35% of 290,000 active; in the data active = percent response above about 24%, passing the limit was not always enough; also: inactives centre near 1; some results filed as inactive read as strong as hits
CRFR2-BP ag: agonists of human CRF-binding protein/CRF-R2 receptor complex. HEK293 CRF-R2/CRF-BP, calcium dye fluorescence (FLIPR); percent of saturating CRF peptide response. 0.46% of 350,000 active. activation, % at 13.2 µM. AID 588473;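 active = activation of at least 50%, plus an integration ratio under a set limit after plate pattern correction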;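 also: plate controls were neutral control wells without compound for no effect and CRF at EC100 for full effect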
HCV NS3 hel inh: inhibitors of Hepatitis C virus NS3 helicase. NS3 helicase DNA unwinding, Cy5 molecular beacon fluorescence. inhibition, % at 10.9 µM. 0.56% of 290,000 active;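 active = inhibition above the mean of all tested compounds plus 3 SD, set per campaign, cut at about 35% in these data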;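 also: 0% = DMSO wells and 100% = thioflavine S control wells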
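test system = hepatitis C virus NS3 helicase domain fragment enzyme | reagent = annealed dual-labelled DNA beacon duplex, ATP-started | times = 1 h at 25 °C | detection = Cy5 fluorescence, 0 and 60 min reads | read-out basis = percent inhibition from t60/t0 fluorescence ratio | control set = DMSO and thioflavine S | replication = one well per compound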
CRFBP-R2 block: blocks CRF-induced signaling of the CRF-BP/CRF-R2 complex; HEK293 CRF-R2/CRF-BP, CRF-induced calcium fluorescence; inhibition, % at 11.8 µM; 0.59% of 350,000 active; AID 588475;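 active = inhibition of the ligand-induced calcium signal above about 50% at the single tested concentration, limit read from the data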
MEKK3 PB1 HTS: modulators (inhibitors or enhancers) of MEK5 binding to human MEKK3 PB1 domain; Q99759; bead-based flow cytometry, Alexa488-MEK5 binding to MEKK3; actives lie on both sides; 0 = blocked by unlabeled MEK5, 100 = vehicle; binding response (% of control), % at 10 µM; 1.4% of 290,000 active; AID 1529;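 active = binding response more than 3 SD above or below the average of its plate-row segment, actives on both sides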;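 also: Alexa488 bead fluorescence after subtracting the streptavidin-only scavenger bead signal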
Target sequence (Q99759 whole entry, looked up, the tested form may be a part): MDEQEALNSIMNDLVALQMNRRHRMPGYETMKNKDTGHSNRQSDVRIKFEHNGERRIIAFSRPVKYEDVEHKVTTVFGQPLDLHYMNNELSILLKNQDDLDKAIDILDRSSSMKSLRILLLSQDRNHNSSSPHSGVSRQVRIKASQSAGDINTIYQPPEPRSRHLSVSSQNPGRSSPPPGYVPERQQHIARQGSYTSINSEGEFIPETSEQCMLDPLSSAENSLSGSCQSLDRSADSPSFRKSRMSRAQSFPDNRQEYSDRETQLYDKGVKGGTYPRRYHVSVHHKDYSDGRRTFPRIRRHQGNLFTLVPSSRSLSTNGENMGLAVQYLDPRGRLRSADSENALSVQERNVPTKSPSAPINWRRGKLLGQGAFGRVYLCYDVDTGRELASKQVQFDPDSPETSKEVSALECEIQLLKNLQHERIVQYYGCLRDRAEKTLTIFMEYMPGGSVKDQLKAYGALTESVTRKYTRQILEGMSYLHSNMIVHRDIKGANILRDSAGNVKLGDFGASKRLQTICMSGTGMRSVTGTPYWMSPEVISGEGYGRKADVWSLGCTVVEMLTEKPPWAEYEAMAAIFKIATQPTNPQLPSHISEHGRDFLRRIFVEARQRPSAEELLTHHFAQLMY
* marks the source's active call; other numbers are inactive results; . = not tested or not shown; & = joins results of further samples.

SMILES | SUMO HTRF inh | GalR3 antagonist | MEKK2 WT-MEK5 | DNA FID counter | MEKK2mut PB1 HTS | CRFR2-BP ag | HCV NS3 hel inh | CRFBP-R2 block | MEKK3 PB1 HTS
C=C1C2(C(=O)Nc3ccc(SC(F)F)cc3)CCC(C2)C1(C)C (stereo unspecified) | -18 | -9 | 107 | -3 | 8 | 9.7 | -3 | -36 | 98
CCOc1ccc(NC(=O)c2cc(C)nc3ccccc23)cc1 | 0 | -1 | 91 | -16 | -3 | 1.5 | -1 | 6 | 92
COc1ccc(C(=O)NCC(=O)OCC(=O)NC(=O)NC2CCCCC2)cc1OC | 21 | 0 | 104 | -21 | 5 | -0.9 | 0 | 2 | 104
O=C(CCNc1ccc(Cc2ccncc2)cc1)c1cccc([N+](=O)[O-])c1 | 7 | -1 | 110 | 1 | 9 | -1.3 | -10 | 10 | 103
C/C(Cc1ccccc1)=N\NC(=O)CNC(=O)c1ccc(Cl)cc1 | -4 | 1 | 93 | -9 | -2 | -2.8 | 15 | 9 | 101
O=C(NCCCO)/C(=C\c1ccco1)NC(=O)c1ccco1 | 18 | -10 | 117 | -6 | 16 | -0.9 | 7 | 7 | 111
CCN(CC(=O)Nc1cccc(OC)c1)CC(=O)Nc1ccc(C)cc1Cl | -8 | 2 | 101 | -15 | -2 | 0.5 | -5 | -1 | 96
O=C(Nc1ccc2c(c1)CCC2)c1cc2ccccc2o1 | 12 | 1 | . | -8 | . | -0.1 | 6 | -6 | .
CC(C)OC(=O)CC1=NC(=O)CS1 | 18 | 1 | . | 1 | . | -0.2 | 2 | -14 | .
Cn1c(CCN2CCN(c3ccccn3)CC2)nc2cc(NC(=O)COc3ccc(Cl)cc3)ccc21 | -2 | -2 | 117 | 12 | 4 | -3.1 | -33 | -2 | 107
COc1ccc(-c2cc(=O)oc3c(C)c(OCC(=O)N[C@@H](Cc4ccc(O)cc4)C(=O)O)ccc23)cc1 | 27 | -5 | 102 | -6 | 2 | -1.6 | 5 | 0 | 99
COCCOC(=O)c1c(NC(=O)COC(=O)Cc2cccc(OC)c2)sc(C(N)=O)c1C | -11 | 1 | 105 | -27 | 1 | -1.2 | -2 | -9 | 102
CCOCCOC(=O)C1=C(C)N(C)C(=O)NC1c1ccccc1F (stereo unspecified) | 11 | -4 | 94 | -1 | -3 | 0.4 | -1 | -9 | 97
CC(C)C(=O)Nc1nc(-c2ccc([N+](=O)[O-])cc2)cs1 | 8 | -3 | 104 | 4 | 2 | -0.2 | 1 | 29 | 105
O=C(CC1Sc2ccccc2NC1=O)NCc1cccc(Cl)c1 (stereo unspecified) | 18 | 0 | 101 | -12 | -3 | -1.6 | 5 | -12 | 105
CCN1CCN(C(c2cccs2)C(C)NC(=O)c2c(F)cccc2F)CC1 (stereo unspecified) | 9 | -6 | 101 | -4 | 2 | 6.1 | 2 | -2 | 98
NCCCCCc1nnc(SCc2ccc(Cl)cc2Cl)o1 | 9 | -7 | 109 | 18 | -2 | 7.2 | -65 | -43 | 100
Oc1ccc(/C=N/Nc2nccnc2Cl)c(O)c1 | -34 | -5 | 89 | -9 | -1 | -2.1 | 3 | -35 | 95
CCN(CC)S(=O)(=O)c1cc(C(=O)n2cccn2)c(Cl)cc1Cl | 22 | 3 | 89 | -5 | -10 | -0.2 | 14 | 8 | 91
Cc1cc(-c2ccco2)n(CC(=O)NCc2ccco2)n1 | 15 | -1 | 110 | -6 | 12 | -1.0 | -2 | 25 | 110
CCN1CCc2nc3ccccc3c(C(=O)Nc3ccc(NC(C)=O)cc3)c2C1 | 2 | 5 | 109 | 4 | 0 | -1.3 | -1 | 15 | 105
COc1ccccc1NS(=O)(=O)c1ccc(N/N=C/C=C/c2ccccc2[N+](=O)[O-])c([N+](=O)[O-])c1 | 14 | -1 | 98 | -6 | 0 | -0.7 | 12 | -7 | 99
CCCCCCCC(=O)Nc1ccc(C(=O)N/N=C/c2cccc([N+](=O)[O-])c2)cc1 | 50* | -2 | 93 | 4 | -3 | -5.4 | -2 | 32 | 94
COc1cc2c(cc1OC)C(c1cc(Br)ccc1F)N(C(=O)CCl)CC2 (stereo unspecified) | 0 | -8 | 106 | -21 | 1 | -0.2 | -12 | -1 | 106
COCCN(CCOC)c1ncc(Cl)c(C(=O)c2c(C)cc3ccccn23)n1 | 2 | -3 | 103 | -32 | 3 | -1.6 | -9 | 20 | 104
CN(C)CCN(C(=O)c1ccc(S(=O)(=O)N(C)c2ccccc2)cc1)c1nc2cc3c(cc2s1)OCO3 | 6 | 0 | 126 | 6 | 17 | 1.0 | -25 | -14 | 104
CN(C(=O)COC(=O)c1cn(-c2ccccc2)nc1-c1ccccc1)C1CCS(=O)(=O)C1 (stereo unspecified) | 25 | -4 | 103 | -28 | 0 | -1.7 | -10 | -6 | 102
CN1CCN(C(=O)c2cc([N+](=O)[O-])ccc2Cl)CC1 | 15 | 7 | 112 | 0 | 11 | -1.9 | -8 | 6 | 105
O=C(CCCc1c[nH]c2ccccc12)NCCc1c[nH]c2ccccc12 | -6 | 0 | 99 | -12 | 5 | -0.8 | -7 | 4 | 101
COc1ccc(-c2csc(Nc3ccccc3)n2)cc1 | -13 | -2 | 112 | -5 | 1 | 3.2 | -7 | -14 | 109
COCCCNC(c1ccccc1)c1ccncc1 (stereo unspecified) | 6 | -1 | 112 | 3 | 4 | -1.7 | -1 | 9 | 109
CCN1C(=O)N(CC)C2C1N(CO)C(=O)N2CO (stereo unspecified) | -2 | -5 | 117 | -1 | 1 | -0.8 | 5 | -7 | 129*
COc1cc(C2NC(=O)CS2)cc(OC)c1OC (stereo unspecified) | -4 | 1 | 97 | -3 | -2 | -1.1 | -1 | -3 | 92
Cn1nc(C(=O)NC2CCCc3ccccc32)ccc1=O (stereo unspecified) | 8 | -5 | 103 | 0 | -3 | -0.3 | 5 | -6 | 107
COc1ccc(CCN(Cc2cccs2)S(=O)(=O)c2ccc(S(=O)(=O)N3CCCCCC3)cc2)cc1OC | 10 | 0 | 115 | 4 | 11 | 4.3 | 8 | -9 | 102
Cc1ccc(CN2C(=O)CCC2C(=O)NCCCN2CCCC(C)C2)cc1 (stereo unspecified) | -13 | -1 | 100 | 2 | -1 | -0.1 | 7 | -6 | 99
Cc1cc(CNC(=O)c2cccc([N+](=O)[O-])c2C)c2ccccc2n1 | -5 | 33* | 85 | 0 | -11 | 5.9 | -12 | 10 | 96
C=CCc1cc(/C=C2/NC(=S)NC2=O)cc(OC)c1O | -3 | -2 | . | -1 | . | 13 | -9 | -33 | .
O=C(c1ccc(Cl)c(S(=O)(=O)NCc2ccco2)c1)N1CCN(c2ccccc2F)CC1 | -8 | -3 | 107 | -28 | 7 | -2.2 | -3 | -21 | 109
CC(c1ccon1)N(C)C(=O)CCc1nnc(C2(c3ccc(Cl)cc3)CCC2)o1 (stereo unspecified) | 23 | -4 | 76 | -34 | -27 | -4.0 | 7 | 11 | 78
CC(=O)c1ccc(N2CCN(C(=O)CCCc3nc4ccccc4s3)CC2)cc1 | 14 | -6 | 89 | -37 | -3 | -1.2 | -3 | 19 | 89
COc1cccc2cc(C(=O)OC(C)C(=O)c3ccc(C)cc3)c(=O)oc12 (stereo unspecified) | 20 | -2 | 99 | -15 | -3 | -0.6 | -5 | 14 | 100
CCN1C(=O)c2ccccc2S(=O)c2ccc(C(=O)NCc3ccccn3)cc21 (stereo unspecified) | -10 | . | 114 | -7 | 8 | 0.1 | -3 | -35 | 108
O=C1C2C3CCC(C3)C2C(=O)N1CNc1ccccc1 (stereo unspecified) | -6 | -2 | 100 | -4 | 1 | -1.2 | -7 | 22 | 98
[N-]=[N+]=NC[C@H](Cc1ccccc1)N1CC[C@@H](NC(=O)OCc2ccccc2)CCC1=O | -5 | -6 | 95 | -19 | -4 | -4.0 | -42 | -3 | 103
CC1CCN(CCNC(=O)C2CCCN(S(=O)(=O)c3cccc4nonc34)C2)CC1 (stereo unspecified) | 3 | -3 | 55 | 20 | -7 | 3.1 | -5 | -3 | 80
COc1cc(C(=O)NCCSc2ccccc2)cc(OC)c1OC | 5 | -1 | 107 | -10 | -1 | -2.6 | 8 | -7 | 96
COc1ccc(-c2nnc(SCC(=O)N3CCCCC3)o2)cc1OC | 12 | 2 | 105 | -6 | 2 | -3.8 | -3 | -3 | 100
Cc1c(O)c(=O)ccn1C | 19&-9 | . | 101&100 | -9&0 | 3&-3 | -1.6 | -1&-1 | 5 | 108&102
COC(=O)[C@H](C)NC(=O)Nc1ccc(OC)cc1OC | 3 | 0 | 96 | -1 | -2 | -0.3 | 0 | 12 | 98
COc1cccc2cc(C(=O)OCc3ccccc3)c(=O)oc12 | 24 | -5 | 104 | -16 | 1 | 0.2 | 0 | 12 | 104
CC1CC(C)(C)NC(=S)N1CC(=O)N1CCN(Cc2ccccc2)CC1 (stereo unspecified) | 18 | -4 | 103 | -37 | 1 | -0.1 | 3 | 9 | 100
Cc1ccc(S(=O)(=O)Cc2ccc(C(=O)NCCCN3CCCC3=O)o2)cc1 | 1 | -2 | 50 | -10 | -10 | 0.5 | 0 | -45 | 63
Oc1c(Br)cc(Br)cc1CNc1cccc2cccnc12 | 75* | -11 | 99 | -2 | -1 | 1.8 | 30 | -11 | 104
Cc1nn(-c2ccccc2)c2sc(C(=O)N3CCCCC3)cc12 | 6 | . | 107 | -29 | 14 | -0.4 | -2 | -4 | 104
CCOCCCNC(=S)Nc1ccc(Br)cc1Cl | 8 | -7 | 95 | -12 | -15 | -2.1 | -1 | 8 | 92
COc1cc(C)c(S(=O)(=O)NCc2ccc3c(c2)OCO3)cc1C | -13 | . | 106 | -14 | 1 | -0.8 | -1 | 12 | 101
CC(C)CNC(=O)CCCc1c[nH]c2ccccc12 | 2 | -3 | 92 | -7 | -2 | -5.1 | 4 | -1 | 100
COc1ccc(C(=O)N2CCCC(C(=O)N3CCN(c4ccccc4)CC3)C2)cc1 (stereo unspecified) | 14 | -4 | 101 | -33 | -1 | -3.8 | 7 | 1 | 101
OC1(c2ccccc2Cl)NN=C2CCCCCN21 (stereo unspecified) | 15 | -4 | 101 | 1 | -1 | 3.3 | 7 | -9 | 102
COc1cc(C(=O)Nc2sc(C)c(C)c2C(=O)O)cc(OC)c1OC | 4 | 0 | 104 | -11 | 2 | -0.3 | -8 | 4 | 103
Cc1ccc(S(=O)(=O)/N=C(\CSC(N)=O)Nc2ccccc2)cc1 | -1 | -4 | 101 | -3 | 2 | -1.2 | -4 | 8 | 100

Entries of single compounds, looked up by structure. Order of values: SUMO HTRF inh | GalR3 antagonist | MEKK2 WT-MEK5 | DNA FID counter | MEKK2mut PB1 HTS | CRFR2-BP ag | HCV NS3 hel inh | CRFBP-R2 block | MEKK3 PB1 HTS
Oc1c(Br)cc(Br)cc1CNc1cccc2cccnc12 is listed as 75* | -11 | 99 | -2 | -1 | 1.8 | 30 | -11 | 104
Cc1ccc(S(=O)(=O)Cc2ccc(C(=O)NCCCN3CCCC3=O)o2)cc1 is listed as 1 | -2 | 50 | -10 | -10 | 0.5 | 0 | -45 | 63
Cc1ccc(S(=O)(=O)/N=C(\CSC(N)=O)Nc2ccccc2)cc1 is listed as -1 | -4 | 101 | -3 | 2 | -1.2 | -4 | 8 | 100

A portion of the library. The share of hits here may be higher or lower than overall.
